Screening results (PubChem)
V-ATPase pHluor – regulators of yeast V-ATPase proton transport. S. cerevisiae, pHLuorin cytosolic pH fluorescence. response, % at 10 µM. hit rate 0.37% among 350,000. AID 504577; in the data active = response mostly above about 7.3%, no sharp cut-off; inactive = mostly below about 5.4%; note: actives read high; inactives centre near 0; some compounds called inactive have numbers as strong as hits; reference of the scale not given here
NSD2 inh – NSD2 (human) methyltransferase inhibition; hit rate 0.54% among 310,000; O96028; NSD2 peptide methylation, AlphaScreen, 120 min; AID 743445; inhibition, % at 12.5 µM; in the data active = inhibition above about 50%
HTR5A inv ctr – HTR5A inverse agonism, opioid heterodimer counter-screen. hit rate 0.083% among 340,000. inhibition, % at 9.3 µM. HTR5A cell line, luminescence. P47898; in the data active = inhibition mostly above about 23%, no sharp cut-off; inactive = mostly below about 18%;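 note: 0% = cells with DMSO and 100% = no-cell wells with DMSO; some compounds called inactive have numbers as strong as hits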
Target sequence (P47898 whole entry, looked up): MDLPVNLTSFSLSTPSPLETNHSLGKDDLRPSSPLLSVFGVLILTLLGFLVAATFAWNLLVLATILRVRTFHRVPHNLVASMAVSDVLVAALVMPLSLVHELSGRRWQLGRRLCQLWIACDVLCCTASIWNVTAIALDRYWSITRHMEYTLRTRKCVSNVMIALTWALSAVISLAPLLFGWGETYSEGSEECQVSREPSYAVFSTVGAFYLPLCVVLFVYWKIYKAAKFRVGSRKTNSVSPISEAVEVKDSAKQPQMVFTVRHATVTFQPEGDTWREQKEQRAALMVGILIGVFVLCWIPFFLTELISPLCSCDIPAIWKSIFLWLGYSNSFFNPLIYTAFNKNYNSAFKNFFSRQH
MITF act – activators of MITF-driven TRPM1 promoter activity in SK-MEL-5 cells; SK-MEL-5 TRPM1-promoter luciferase, 24 h; % of positive control, neutral wells = 0; activation, % at 12.5 µM; hit rate 0.75% among 300,000;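 active = mean activation of at least 80% with every replicate also reaching 80%; inconclusive = mean reaches 80% but some replicate falls short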;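 note: 0% = neutral control wells and 100% = parthenolide positive control wells; values of inactives mirror those of a sister screen read the other way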
dFosB activator – activators of mouse delta FosB homodimer; AID 493131; P13346; activation, % at 25 µM; hit rate 0.99% among 340,000; purified delta FosB, TAMRA-CDK5 oligo fluorescence polarization; percent of positive-control signal above neutral wells;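 active = mean activation above about 17%, with every replicate also reaching it, limit read from the data, passing the limit was not always enough; inconclusive = only one of the two conditions met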;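 note: fluorescence polarization rise as delta FosB binds a TAMRA Cdk5 AP-1 oligo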
Target sequence (P13346 whole entry, looked up): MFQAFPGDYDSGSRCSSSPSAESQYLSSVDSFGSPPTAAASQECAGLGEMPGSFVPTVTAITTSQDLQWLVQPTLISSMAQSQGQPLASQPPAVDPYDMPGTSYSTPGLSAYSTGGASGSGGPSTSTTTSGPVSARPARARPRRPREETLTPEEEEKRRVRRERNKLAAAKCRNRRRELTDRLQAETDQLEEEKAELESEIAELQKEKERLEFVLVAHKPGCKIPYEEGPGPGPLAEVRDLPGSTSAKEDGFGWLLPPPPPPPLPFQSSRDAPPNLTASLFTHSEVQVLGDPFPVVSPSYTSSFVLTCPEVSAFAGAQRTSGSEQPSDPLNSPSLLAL
SR-BI HDL uptake – blocks mouse SR-BI lipid uptake from DiI-HDL. ldlA[mSR-BI] CHO cells, DiI-HDL uptake fluorescence, 3 h. AID 488896. Q61009. inhibition, % at 12.5 µM. hit rate 0.96% among 320,000;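 active = mean replicate inhibition of at least 70% and a set share of replicates each scoring 70 or more; inconclusive = meets just one of the two criteria; inactive = fails both criteria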;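 note: 0% = median of neutral control wells and 100% = median of positive control wells; values of inactives mirror those of a sister screen read the other way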
Wnt bcat act – activators of Wnt/beta-catenin signaling; Wnt/beta-catenin reporter cell assay, activator, plate reader; activation, % at 9.35 µM; hit rate 1.2% among 300,000; AID 743398; in the data active = activation above about 30%, passing the limit was not always enough; inconclusive = no clear call, values can overlap the other calls;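 note: 0% = neutral control wells and 100% = positive control wells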
CDK5 p35 inh – blocks human CDK5/p35 kinase activity. Recombinant CDK5/p35, ADP-Glo luminescence, 60 min. inhibition, % at 10 µM. AID 488839. hit rate 0.01% among 330,000. Q00535+Q15078;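 active = highest replicate inhibition of at least 50% and at least 75% of replicates reaching 50%; inconclusive = only one of the two criteria met; inactive = both criteria failed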;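 note: plate controls were DMSO neutral control for no effect and GW8510 at 10 µM for full effect; many of its hits are not listed in these tables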
HTR5A ag – activates human HTR5A in OPRM1-OPRD1 agonist counter-screen | activation, % at 9.3 µM | AID 504692 | HTR5A agonist assay, luminescence, cell-based | hit rate 0.61% among 340,000; in the data active = activation mostly above about 9.5%, no sharp cut-off; inactive = mostly below about 7.6%;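 note: 0% = cells with vehicle only and 100% = reference agonist; strong numbers were not always called active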
PvdQ inh – P. aeruginosa PvdQ acylase inhibition | inhibition, % at 10 µM | purified PvdQ acylase, fluorescence plate reader | hit rate 0.063% among 340,000 | AID 488965; in the data active = inhibition above about 30%, passing the limit was not always enough; inconclusive = no clear call, values can overlap the other calls;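 note: 0% = vehicle neutral wells and 100% = reference inhibitor wells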
* = called active by the depositor; u = inconclusive; x = no result given.

cpd	structure	V-ATPase pHluor	NSD2 inh	HTR5A inv ctr	MITF act	dFosB activator	SR-BI HDL uptake	Wnt bcat act	CDK5 p35 inh	HTR5A ag	PvdQ inh
1	CCOC(=O)c1cnc(SC)nc1Oc1cccc(NC(=O)c2ccc(Cl)cc2)c1	1	-1	-3	6	4	36	0	0.4	3	-3
2	O=C1NC2(CCCc3ccccc32)C(=O)N1Cc1nnc(-c2ccccc2Br)o1 (centres undefined)	1	1	3	x	-6	18	-3	-7.7	4	-9
3	O=C(c1ccc(N2CCN(C3CC(=O)N(Cc4cccs4)C3=O)CC2)cc1)c1cccnc1 (centres undefined)	2	-1	-12	-10	-15	6	0	-1.1	4	-5
4	COc1ccc(N2CC(C(=O)N[C@@H](C)C(=O)N[C@H](CO)c3ccccc3)CC2=O)cc1 (some centres undefined)	-2	x	-9	1	-7	5	2	-0.9	1	-9
5	COC(=O)c1nnn(CC(=O)Nc2ccc(C)c(F)c2)c1C(=O)OC	2	0	10	x	-3	-33	x	0.2	-1	7
6	COc1cc(/C=C2\S/C(=N/S(=O)(=O)c3ccccc3)NC2=O)c([N+](=O)[O-])cc1OC	2	19	-1	x	-3	-12	x	-1.8	-2	-3
7	Cc1cc(C(=O)N/N=C2\CCCC(=O)C2)c2ccccc2n1	0	1	24	-1	4	0	x	-0.3	-2	-2
8	Cc1cc2cc(CNC(=O)C(C)Oc3ccccc3)ccc2n1C (centres undefined)	3	9	-17	-6	-16	x	-4	-1.0	4	-13
9	COCC(=O)Nc1cc(=O)n(C)c(=O)n1C	-1	x	9	x	2	-16	0	-0.2	-3	8
10	Clc1ccc(C2Nc3cccc4cccc(c34)N2)cc1Cl	-2	6	-12	x	-11	17	4	2.0	3	-19
11	COCc1nnc(NC(=O)c2ccco2)s1	0	7	27	x	-3	4	x	-0.7	-10	-8
12	CS/C(=C\C(=O)c1ccco1)Nc1ccccc1Cl	-3	6	3	0	-2	22	-2	1.1	0	-8
13	CCCCOCCCNC(=O)CCCOc1ccccc1	-1	0	4	-2	5	3	x	-5.0	-1	-6
14	O=C(CN(C(=O)CCC(=O)Nc1nccs1)c1ccc2c(c1)OCO2)NCC1CCCO1 (centres undefined)	3	33	19	6	-1	-22	x	-0.2	-7	-10
15	CCOc1ccc(NC(=O)CCc2nnc3ccc(N4CCC5(CC4)OCCO5)nn23)cc1	-1	-2	-9	1	-8	-2	1	-1.5	4	4
16	CC1CCCN(c2ccc(/C=C(\C#N)c3nn(-c4ccccc4)c(N)c3C#N)cc2[N+](=O)[O-])C1 (centres undefined)	-1	2	-1	-4	-16	36	-7	1.8	-2	1
17	O=c1oc(-c2ccccc2NS(=O)(=O)c2ccccc2)nc2ccccc12	6	-1	-33	8	3	-11	-1	-0.5	12	5
18	COC(=O)C1=C(C)NC(C)=C(C(=O)OC)C1c1cc2ccc(C)cc2[nH]c1=O	1	x	-16	x	-6	11	-2	-3.1	6	-11
19	Cc1ccc(-c2nnn(CC(=O)NC3CCCc4ccccc43)n2)cc1 (centres undefined)	-1	x	-1	-6	25*	-10	-4	x	-7	1
20	Cc1cc(NC(=O)CSc2nc(=O)cc(N)n2-c2ccc(F)cc2)no1	-1	1	-3	-12	-6	-3	0	0.7	4	-15
21	COC(=O)C1=C(C)N(Cc2ccccc2)C(=NCc2cccc(Cl)c2)N[C@H]1c1cccc(F)c1	6	x	-8	-94	-12	-22	x	1.7	3	-7
22	COCCCNC(=O)C(F)(F)C(F)(F)C(=O)NCCCOC	-3	0	14	7	-6	-20	x	0.6	-6	-9
23	Cc1ccc(OCC(=O)OCC(=O)Nc2sccc2C(N)=O)cc1C	0	23	7	5	-10	-4	x	-0.3	6	-2
24	CCOC(=O)C1CCCN(C(=O)c2ccc(C)c(S(=O)(=O)N3CCCCC3)c2)C1 (centres undefined)	4	-1	-10	2	-12	-4	-2	2.8	-1	9
25	O=S1(=O)CC(O)C(NCCO)C1 (centres undefined)	-4	-1	-2	5	-9	-18	-1	-0.6	1	-8
26	CCN(CC)C(C(=O)Nc1ccc(C(C)C)cc1)c1ccc2c(c1)OCO2 (centres undefined)	8	0	-13	x	-2	-16	x	-5.0	0	-17
27	CC(=O)c1ccc(NC(=S)NC(=O)/C=C/c2ccc(F)cc2)cc1	-2	0	1	15	3	16	x	0.3	0	-11
28	CC(C)C[C@H](NC(=O)c1nc[nH]c1C(=O)NCC(=O)OCc1ccccc1)C(=O)OC(C)(C)C	-10	x	-34	2	-17	-8	3	1.7	3	-12
29	CCC(=O)Nc1nc2ccc(NC(=O)c3cc(OC)c(OC)c(OC)c3)cc2s1	4	-1	15	-1	-8	64	-3	2.3	-6	14
30	COCCNC(=S)N(CCc1c(C)[nH]c2ccc(C)cc12)Cc1cccnc1	-2	3	-23	-9	-1	18	-3	1.0	6	6

New compounds follow
cpd	structure	V-ATPase pHluor	NSD2 inh	HTR5A inv ctr	MITF act	dFosB activator	SR-BI HDL uptake	Wnt bcat act	CDK5 p35 inh	HTR5A ag	PvdQ inh
31	COC(=O)C[n+]1cccc2ccccc21	-1	x	-24	-13	-9	-18	2	-4.5	2	-20
32	Cc1ccnc(NC(=O)c2ccc(S(=O)(=O)N3CCCCC3)cc2)c1	-2	1	7	16	-6	-10	2	2.0	-3	-15
33	COc1ccc(S(=O)(=O)N2CCC(C(=O)NCCCc3ccccc3)CC2)cc1	-1	9	-6	4	-11	1	-2	-0.6	-4	-4
34	COc1ccc(CNC(=O)CSc2nc(C)cs2)cc1	1	0	13	-6	-8	2	x	-1.7	-5	-12
35	COC(=O)CCC(=O)Nc1ccc(C)cc1OC(=O)CCC(=O)OC	3	1	17	-12	13	9	-1	-0.7	-8	-3
36	COc1ccc(N(CC(=O)NCc2ccco2)S(=O)(=O)c2ccc(C)cc2)cc1	-1	2	0	-14	-2	-9	x	-2.0	0	-4
37	Cc1ccc(-c2cc(C(=O)NCc3ccc4c(c3)OCO4)[nH]n2)c(O)c1C	2	-1	-35	x	21*	-6	-3	-2.3	13	-10
38	CCOC(=O)c1c(N2C(=O)Nc3ccccc3N2O)sc2c1CCCCC2	-3	-1	5	-18	-2	-15	4	1.0	0	-13
39	O=C(c1ccncc1)N(Cc1ccco1)Cc1cc2ccccc2[nH]c1=O	-1	1	-13	x	5	0	-5	1.1	2	-1
40	CC(C)CN(C(=O)c1cccc(Cl)c1)c1c(N)n(Cc2ccccc2)c(=O)[nH]c1=O	0	2	-4	-6	13	-3	3	0.7	2	-2
41	Cc1ccc(-c2nnn(CC(=O)N(Cc3cccs3)C(C(=O)NC(C)(C)C)c3ccc(C)o3)n2)o1 (centres undefined)	-3	5	5	-7	3	24	-11	0.2	-2	0
42	CCCCOC(=O)C1=C(C)Nc2ncnn2C1c1cc(OC)c(OC)cc1OC (centres undefined)	1	-2	-9	-13	2	-5	x	1.0	1	-6
43	O=C(Nc1cccc(Cl)c1)NC1CCS(=O)(=O)C1 (centres undefined)	3	-7	-13	x	-7	x	0	-0.2	5	-8
44	N#Cc1ccc(-c2nc3ccccc3c(=O)n2O)cc1	-3	-3	-17	5	-7	-7	-1	1.5	5	-13
45	COc1ccccc1-c1c(C)oc2c(CN3CCCCC3C)c(O)ccc2c1=O (centres undefined)	2	-1	-10	-7	2	1	-6	0.5	3	-22
46	CCc1cccc(C)c1NC(=O)COC(=O)CSCc1ccccc1	1	1	6	20	-1	-12	-7	1.2	-1	-11
47	CCc1ccc(CN(C)CC(=O)Nc2sccc2C#N)cc1	2	-6	21	6	1	9	4	-5.0	0	-10
48	OC(c1ccccc1)c1nccn1Cc1ccccc1 (centres undefined)	-1	6	-32	6	-1	-24	x	-1.6	9	-13
49	COc1ccc(N(CC(=O)Nc2ccc(OC)cc2OC)S(=O)(=O)c2ccccc2)cc1	11	2	26	-10	-4	47	-4	0.8	-2	-11
50	COc1ccc(CCNC(=O)CSc2nc(C)nc3sccc23)cc1OC	2	-2	-18	6	0	-10	u	0.6	6	-11
51	COc1cc(C=O)cc(OC)c1OS(=O)(=O)c1ccc(NC(C)=O)cc1	-2	-4	10	-6	-18	0	x	1.6	-2	-7
52	COc1ccc(NC(=O)c2c(Cl)cnn2C)c(C)c1	-1	-2	-2	5	0	-13	-3	-1.5	1	-17
53	CC(NC(=O)COC(=O)Cn1cc(C(F)(F)F)ccc1=O)c1ccccc1 (centres undefined)	3	x	9	2	-1	-15	-2	-0.4	-4	-15
54	O=[N+]([O-])c1ccccc1S(=O)(=O)Nc1nc2ccccc2s1	-3	-1	-14	-3	-1	-15	2	-0.9	6	-4
55	Cc1cc(/C=C2\SC(=O)NC2=O)c(C)n1-c1ccc(N2CCOCC2)cc1	-1	10	-5	x	-1	0	1	-3.6	7	1
56	CC(C)(SC(=S)N1CCOCC1)C(=O)O	2	-4	-19	7	1	3	x	1.5	8	1
57	Cc1c(Cl)c([N+](=O)[O-])nn1CC(=O)Nc1ccc2c(c1)OCO2	0	0	10	7	-4	-15	x	-1.5	1	-11
58	CCC(C)NC(=O)C1CCC(=O)N1Cc1ccc(C)cc1 (centres undefined)	1	0	6	5	12	-22	x	2.6	-2	-7
59	CC(C)C(NC(=O)CCNC(=O)c1ccccc1Cl)c1nc2ccccc2[nH]1 (centres undefined)	-1	-7	-5	-3	-6	-13	4	-0.1	2	-12
60	CCOC(=O)Nc1ccc2c(c1)N(C(=O)N1CCN(C)CC1)c1ccccc1CC2	1	17	5	10	-3	-6	-1	0.2	-2	7
61	COC(=O)CCCC(=O)N1CCC(CCC(=O)NC2CC2)CC1	4	43	18	5	-3	-3	-3	x	-5	-11
